# Anthrax LF prot: blocks Bacillus anthracis lethal factor protease; P15917; multiplex microsphere protease cleavage assay, LF; inhibition, % at 10 µM; 360,000 compounds, 0.12% hits; AID 588501; in the data active means inhibition above about 30%; further: plate controls were buffer without enzyme for full effect and enzyme alone for no effect
# Target sequence (P15917 whole entry, looked up): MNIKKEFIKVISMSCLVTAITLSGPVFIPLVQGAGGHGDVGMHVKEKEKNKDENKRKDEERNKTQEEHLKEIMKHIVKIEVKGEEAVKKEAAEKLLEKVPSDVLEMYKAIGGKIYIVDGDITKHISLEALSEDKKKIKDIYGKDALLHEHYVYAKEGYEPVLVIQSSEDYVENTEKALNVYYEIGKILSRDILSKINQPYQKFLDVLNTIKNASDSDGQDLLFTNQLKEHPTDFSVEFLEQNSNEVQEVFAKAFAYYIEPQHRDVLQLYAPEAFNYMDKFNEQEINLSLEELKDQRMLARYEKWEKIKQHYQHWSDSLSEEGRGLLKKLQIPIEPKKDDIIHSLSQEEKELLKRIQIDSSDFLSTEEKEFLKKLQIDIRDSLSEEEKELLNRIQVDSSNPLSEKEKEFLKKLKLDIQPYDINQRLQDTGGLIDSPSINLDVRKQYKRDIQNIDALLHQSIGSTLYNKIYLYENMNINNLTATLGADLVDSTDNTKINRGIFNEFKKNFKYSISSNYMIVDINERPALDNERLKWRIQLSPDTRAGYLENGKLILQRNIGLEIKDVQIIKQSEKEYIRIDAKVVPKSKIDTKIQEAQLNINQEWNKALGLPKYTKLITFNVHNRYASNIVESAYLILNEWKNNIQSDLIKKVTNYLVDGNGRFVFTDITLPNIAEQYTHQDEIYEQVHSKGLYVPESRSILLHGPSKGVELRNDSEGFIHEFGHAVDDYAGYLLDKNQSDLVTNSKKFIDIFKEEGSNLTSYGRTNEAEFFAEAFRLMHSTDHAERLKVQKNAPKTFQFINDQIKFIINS
# Y pestis TopoI: inhibitors of Yersinia pestis topoisomerase I; 360,000 compounds, 0.064% hits; Y. pestis Topo-I cleavage product accumulation, plate reader; AID 504884; activity, % at 10 µM; in the data active means activity above about 50%, passing the limit was not always enough; further: inactives centre near 2
# Rv3671c protease: inhibits the M. tuberculosis serine protease Rv3671c. AID 2606. inhibition, % at 5.96 µM. 320,000 compounds, 0.048% hits; in the data active means inhibition above about 38%;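 further: extracellular domain of Rv3671c used as enzyme; 0% = enzyme with DMSO and 100% = no enzyme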
# SSB-PriA inh: inhibitors of Klebsiella pneumoniae PriA binding to SSB C-terminal tail; AlphaScreen SSBct-PriA binding, biotinylated peptide; inhibition, % at 33 µM; 430,000 compounds, 0.6% hits; in the data active means inhibition mostly above about 37%, no sharp cut-off; inactive means mostly below about 20%;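 further: plate controls were negative control peptide for no effect and reference peptide for full effect; strong numbers were not always called active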
# Vc quorum ag: inducers of Vibrio cholerae quorum light production without autoinducers; activation, % at 18.7 µM; V. cholerae BH1578 lux reporter, luminescence, 6 h; AID 588436; 350,000 compounds, 0.16% hits; in the data active means activation mostly above about 9.7%, no sharp cut-off; further: not every result past the cut was called active; inactives centre near 0; reference of the scale not given here
# PfHsp40 yeast: rescue of PfHsp40-mediated yeast toxicity; S. cerevisiae expressing PfHsp40, growth rescue, ATP luminescence; growth rescue, % at 12.5 µM; 340,000 compounds, 0.68% hits; in the data active means growth rescue above about 28%, passing the limit was not always enough;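 further: yeast W303a lacking pdr1 and pdr3 grown in galactose medium; growth measured after three days at 30 °C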
# TcdB GH inh: TcdB glycohydrolase inhibition | TcdB glycohydrolase enzymatic assay, plate reader | inhibition, % at 9.99 µM | 350,000 compounds, 0.24% hits | P18177; in the data active means inhibition above about 10%
# DUSP3 inh: inhibitors of human VHR1 phosphatase (DUSP3); recombinant VHR phosphatase, pNPP absorbance; inhibition, % at 13.3 µM; AID 1654; P51452; 290,000 compounds, 0.52% hits; in the data active means inhibition above about 50%; further: some compounds called inactive have numbers as strong as hits
# 3CLpro inhibitor: SARS-CoV 3CLpro protease inhibition | recombinant SARS-CoV 3CLpro, quenched FRET peptide cleavage | inhibition, % at 6 µM | 290,000 compounds, 0.14% hits; in the data active means inhibition above about 12%
# MazEF act: increases E. coli MazEF RNase cleavage of RNA; FAM/BHQ RNA-DNA oligo cleavage fluorescence, 5 h; activation, % at 20 µM; 350,000 compounds, 0.32% hits; in the data active means activation above about 50%
# Target sequence (P0AE70 whole entry, looked up): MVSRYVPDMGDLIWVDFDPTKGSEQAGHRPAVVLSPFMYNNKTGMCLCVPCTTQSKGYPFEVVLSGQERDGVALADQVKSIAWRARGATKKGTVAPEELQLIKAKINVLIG
# Starred values were filed as active, the others as inactive; i = inactive; . = not tested or not shown; & = joins results of further samples. Some of the compounds tested (hit frequency here may not be typical).
SMILES,Anthrax LF prot,Y pestis TopoI,Rv3671c protease,SSB-PriA inh,Vc quorum ag,PfHsp40 yeast,TcdB GH inh,DUSP3 inh,3CLpro inhibitor,MazEF act
O=C1CCCC2=C1C1c3ccccc3C(=O)N1c1ccc(C(=O)c3ccccc3)cc1N2 (stereo not given),4,3,-10,12,.,2.7,0.2,-8,1,-11
COCCNC(=S)NNC(=O)c1ccc(-n2cnnn2)cc1,-6,-2,5,-1,-0.5,0.7,0.2,26,2,9
CCOc1ccc(NC(=O)Cn2nnc(C(=O)NCc3cccs3)c2N)cc1,-1,5,1,-8,0.5,-0.8,2.0,-22,5,-7
COC(=O)CN1C(C)=Nc2ccc(Br)cc2C1c1ccccc1 (stereo not given),-1,-6,0,2,0.4,-0.6,56*,-12,-1,-3
Nc1c(C(=O)O)cnc2nc(N3CCOCC3)nn12,-1,0,1,-3,-1.4,0.5,0.6,18,-1,2
COc1ccc(C=NOCC(=O)OCC(=O)Nc2ccc(OC)cc2)cc1,-6,15,-6,9,3.4,-0.3,1.0,.,.,-2
Cc1ccc2oc(=O)c3cnn(CC(=O)NC4CCC(C)CC4)c3c2c1 (stereo not given),1,-3,-8,-8,i,-1.0,2.0,29,.,-7
COc1cccc(/C=C2\SC(N)=NC2=O)c1OS(=O)(=O)c1ccccc1,2,7,1,.,i,-0.9,-0.1,8,7,6
CC(C)(C)c1ccc(C(CC(=O)O)NC(=O)c2ccccc2F)cc1 (stereo not given),1,6,6,1,i,0.3,1.1,7,7,1
Cc1[nH]c2ccc(Br)cc2c(=O)c1CN1CCCCCC1,-10,-3,-7,-20,i,1.5,-0.2,.,0,-2
CC(=O)N1CCN(C(=O)C2CCN(S(=O)(=O)c3ccccc3C(F)(F)F)CC2)CC1,0,0,-2,-2,12,-2.3,-0.2,.,.,7
CC(C)c1cc(C(=O)OCC(=O)N2CCN(C(=O)c3ccco3)CC2)c(O)c(C(C)C)c1,-1,34,6,3,i,-0.5,-5.9,9,0,5
COCC(=O)Nc1nc2n(n1)C(c1ccc(Cl)cc1)CC(c1ccc(OC)cc1)N2 (stereo not given),0,21,-4,2,-0.2,-0.3,.,28,-1,4
CC(C)COc1ccc(C(=O)N(CC(=O)Nc2ccccc2C(F)(F)F)Cc2ccco2)cc1,-4,1,0,-10,-2.9,-0.2,0.7,.,.,8
COc1ccc(-c2nc3c(c(=O)c4ccccc4n3C)c(=O)n2Cc2ccccc2)cc1,-1,19,-3,-8,-0.3,-1.1,0.5,-5,1,4
C=C1C[C@H]2[C@@H]3C=C(C)C4=CC(=O)CC[C@]4(C)[C@H]3CC[C@]2(C)[C@@]1(OC(C)=O)C(C)=O,-15,24,3,10,-0.5,-0.4,1.6,.,.,3
CC(C)CNC(=O)C(=O)Nc1cc2c3c(c1)CCC(=O)N3CCC2,0,-7,-2,-29,-2.7,-1.1,0.4,6,0,-14
CCSc1nnc(NC(=O)COc2ccccc2)s1,-3,10,-7,-13,1.6,-1.9,0.3,6,0,7
CN(C1CCCCC1)S(=O)(=O)c1ccc(C(=O)O)cc1,-8,4,5,-8,.,-1.0,.,-1,6,-4
CCN(CC)CCNC(=O)CCc1n[nH]c(=O)c2ccccc12,.,3,-2,-2,0.4,0.1,.,22,-5,6

# The final six entries of the section before are carried over, then new ones follow.
SMILES,Anthrax LF prot,Y pestis TopoI,Rv3671c protease,SSB-PriA inh,Vc quorum ag,PfHsp40 yeast,TcdB GH inh,DUSP3 inh,3CLpro inhibitor,MazEF act
COc1ccc(-c2nc3c(c(=O)c4ccccc4n3C)c(=O)n2Cc2ccccc2)cc1,-1,19,-3,-8,-0.3,-1.1,0.5,-5,1,4
C=C1C[C@H]2[C@@H]3C=C(C)C4=CC(=O)CC[C@]4(C)[C@H]3CC[C@]2(C)[C@@]1(OC(C)=O)C(C)=O,-15,24,3,10,-0.5,-0.4,1.6,.,.,3
CC(C)CNC(=O)C(=O)Nc1cc2c3c(c1)CCC(=O)N3CCC2,0,-7,-2,-29,-2.7,-1.1,0.4,6,0,-14
CCSc1nnc(NC(=O)COc2ccccc2)s1,-3,10,-7,-13,1.6,-1.9,0.3,6,0,7
CN(C1CCCCC1)S(=O)(=O)c1ccc(C(=O)O)cc1,-8,4,5,-8,.,-1.0,.,-1,6,-4
CCN(CC)CCNC(=O)CCc1n[nH]c(=O)c2ccccc12,.,3,-2,-2,0.4,0.1,.,22,-5,6
Cc1ccnc(N2CCC(C(=O)NNC(=O)c3ccncc3)CC2)n1,-5,7,-3,-6,-0.3,-1.9,0.9,3,-3,7
O=C(NC(=S)Nc1ccc(C(=O)N2CCOCC2)cc1)c1ccc([N+](=O)[O-])cc1,-2,-5,-8,-13,-0.2,-1.3,.,-3,-1,-4
Cc1ccc(N2CC(C(=O)Nc3ccc(N4CCOCC4)cc3)CC2=O)cc1C (stereo not given),9,-7,1,-2,i,0.4,0.0,26,-5,-2
CCNS(=O)(=O)c1ccc2nc(NC(=O)c3cccnc3)sc2c1,-23,3,-1,-15,i,-0.3,.,4,-1,5
COc1ccc(/C=C2/CC/C(=C\c3ccc(OC)c(OC)c3OC)C2=O)c(OC)c1OC,7,-2,-3,5,-0.5,0.0,.,-14,-4,-1
CC/C(O)=C1\C(=O)CC(c2ccccc2)CC1=NCCc1c(C)[nH]c2ccc(C)cc12 (stereo not given),-6,3,-2,.,-0.3,-0.1,-0.9,-4,2,2
O=C(c1cccnc1Nc1ccc2c(c1)CCC2)N1CCOCC1,-8,2,-6,5,i,-0.9,.,16,0,-4
CC(CC(=O)Nc1ccc2c(c1)c(=O)n(C)n2-c1ccccc1)c1ccccc1 (stereo not given),-5,14,.,.,0.2,.,-0.2,.,.,.
COc1ccccc1/C=C/C=N/NC(=O)c1cc(-c2ccc(C)o2)[nH]n1,-14,-10,-14,i,0.6,3.9,0.4,22,-1,14
C=C(C)CCC(C)N1CCC(n2nccc2NC(=O)CCOc2ccccc2)CC1 (stereo not given),-3,-3,-3,-5,-0.6,-0.5,0.2,18,6,-11
CCOC(=O)/C(C#N)=C/c1c(Oc2cc(C)cc(C)c2)nc2ccccn2c1=O,0,-5,7,0,0.4,3.8,.,-22,-4,5
CCOc1ccc(C2N(c3cc(Cl)ccc3OC)C(=O)C3CCCN32)cc1OC (stereo not given),-6,-7,-6,-15,-0.2,-0.1,1.1,-28,0,5
CCc1ccccc1NC1=NCC(=O)N1Cc1ccc(OC)cc1,0,7,-1,-7,-1.4,2.0,.,20,-7,2
CC1(C)CSC(=S)N1S(=O)(=O)c1ccccc1,-2,-2,-10,-14,-0.4,4.7,1.9,13,-2,-6
COc1cc(/C=C/c2nc3ccccc3c(=O)[nH]2)ccc1OC(F)F,-1,-3,-17,-4,0.0,0.6,-0.7,-6,-2,-24
N#C/C(=C\c1ccc(Cl)cc1)c1nc2ncccc2[nH]1,-4,2,4,-12,0.4,-0.3,.,17,-3,17
CC(C)(C)c1ccc(-c2nnc(SCC(=O)NCC3CCCO3)n2N)cc1 (stereo not given),-5,-4,3,-9,i,0.7,-0.4,.,.,0
Cc1ccccc1OCC(=O)OCC(=O)NCc1ccc2c(c1)OCO2,-8,4,3,-8,i,-1.3,0.1,.,.,-4
O=C(COC(=O)/C=C/c1cccc(Cl)c1)NC(=O)NCc1ccccc1,2,11,1,-4,i,-1.1,1.0,.,.,-10
COc1ccc(F)cc1S(=O)(=O)N1CCN(C(=O)c2ccco2)CC1,2,2,2,-2,0.4,-1.0,-4.0,0,3,4

# Whole records, looked up by structure:
# Record of O=C(c1cccnc1Nc1ccc2c(c1)CCC2)N1CCOCC1 → Anthrax LF prot = -8; Y pestis TopoI = 2; Rv3671c protease = -6; SSB-PriA inh = 5; Vc quorum ag = i; PfHsp40 yeast = -0.9; TcdB GH inh = .; DUSP3 inh = 16; 3CLpro inhibitor = 0; MazEF act = -4
# Record of O=C1CCCC2=C1C1c3ccccc3C(=O)N1c1ccc(C(=O)c3ccccc3)cc1N2 (stereo not given) → Anthrax LF prot = 4; Y pestis TopoI = 3; Rv3671c protease = -10; SSB-PriA inh = 12; Vc quorum ag = .; PfHsp40 yeast = 2.7; TcdB GH inh = 0.2; DUSP3 inh = -8; 3CLpro inhibitor = 1; MazEF act = -11

# (cont.)
SMILES,Anthrax LF prot,Y pestis TopoI,Rv3671c protease,SSB-PriA inh,Vc quorum ag,PfHsp40 yeast,TcdB GH inh,DUSP3 inh,3CLpro inhibitor,MazEF act
NC(=O)N/N=C/c1cn(-c2ccccc2)nc1-c1cccnc1,.,.,-8,i,.,.,.,17,-1,2
COc1ccc(NC(=O)Cn2nnc(C(=O)NCc3cccs3)c2N)cc1,-2,21,8,3,-4.2,1.1,-1.0,14,4,7
Cc1ccc(CNC(=O)CNS(=O)(=O)c2cccc3nsnc23)cc1,-1,1,-5,-5,3.6,0.3,.,19,2,5
C=CC[C@@H](Cc1ccc(F)cc1)C(=O)OC[C@H]1CCCN1C(=O)[C@H](CC=C)CC(=O)N[C@H](CO)Cc1ccccc1,-6,12,3,1,-0.8,21,0.3,.,.,0
CNC(=O)c1ccsc1NC(=O)c1ccc(S(=O)(=O)N2CCCc3ccccc32)cc1,-8,2,-164,-14&-16,-0.2,-0.1,-0.9,-4,0,-18
Cc1cccc(NC(=O)c2cccc3c2-c2ccccc2C3=O)n1,0,10,2,1,-0.2,-0.3,2.6,15,1,7
Cc1cc(NC(=O)c2ccco2)ncc1NC(=O)Cc1ccccc1,-1,1,1,-25,i,-0.5,.,39,3,10
Cc1cc(C)c2cc(C(=O)Nc3ccccc3)[nH]c2c1,-9,-7,3,8,i,2.4,-4.7,17,3,3
O=S(=O)(Nc1ccc2[nH]ncc2c1)c1ccccc1Cl,-3,6,0,1,-0.3,0.8,0.7,31,-2,4
O=C(NCC1CCCO1)c1cc(-c2ccc(F)cc2)no1 (stereo not given),1,-11,9,-3,-2.0,0.5,1.6,39,2,7
CC1(c2ccc(OC(F)F)cc2)NC(=O)N(CC(=O)NC2CCCCC2)C1=O (stereo not given),0,-16,6,2,-0.3,0.0,.,27,-7,12
CCCCCn1c(=O)[nH]c2cc(C(=O)NC3CCN(Cc4ccccc4)CC3)ccc2c1=O,-10,3,-2,5,i,-0.1,1.0,.,.,-28
O=C(Nc1ccc(Nc2ccccc2)cc1)N1CCOCC1,-2,-15,-5,13,1.8,0.9,.,-4,-6,7
COc1ccc(N(CC(=O)N2CCc3ccccc3C2)S(=O)(=O)c2c(C)nn(C)c2C)cc1,0,-1,-1,-4,-0.4,0.3,0.6,25,-1,1
CCN(C(=O)CSc1nc(C)nc2sc(C)c(C)c12)C1CCS(=O)(=O)C1 (stereo not given),-6,7,4,-2,i,-1.0,1.1,.,.,13
CC1(C2CC2)NC(=O)N(CC(=O)N2CCN(c3ccccc3Cl)CC2)C1=O (stereo not given),4,2,.,-12,-14,0.1,-1.1,.,.,-17
COC(=O)C1C2C=CC3(CN(C(C)c4ccc(OC)cc4)C(=O)C13)O2 (stereo not given),-2,-5,1,-2,-0.2,0.1,-3.8,16,4,-3
O=C1CCS/C(=N\N=C\c2ccc(Cl)cc2Cl)N1,-1,7,3,.,0.7,-0.6,0.4,27,3,-6
O=C(COc1ccccc1Cl)N(Cc1cccs1)C1CCS(=O)(=O)C1 (stereo not given),0,8,-13,4,i,-0.3,1.8,10,-6,8

# From PubChem BioAssay
